IDE inh: inhibits human insulin-degrading enzyme in HEK cells; P14735; FAbetaB cleavage, fluorescence polarization; inhibition, % at 5.59 µM; hit rate 0.41% among 320,000;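 active means percent inhibition above the average of all tested compounds plus 3 SD, set per screening campaign, cut at about 16% in these data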;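 further: IDE supplied by intact live HEK cells; FP after avidin binding of uncleaved biotin substrate so inhibition keeps polarization high; 0% = DMSO wells and 100% = 60 µM reference IDE inhibitor Ii1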
Target sequence (P14735 whole entry, looked up): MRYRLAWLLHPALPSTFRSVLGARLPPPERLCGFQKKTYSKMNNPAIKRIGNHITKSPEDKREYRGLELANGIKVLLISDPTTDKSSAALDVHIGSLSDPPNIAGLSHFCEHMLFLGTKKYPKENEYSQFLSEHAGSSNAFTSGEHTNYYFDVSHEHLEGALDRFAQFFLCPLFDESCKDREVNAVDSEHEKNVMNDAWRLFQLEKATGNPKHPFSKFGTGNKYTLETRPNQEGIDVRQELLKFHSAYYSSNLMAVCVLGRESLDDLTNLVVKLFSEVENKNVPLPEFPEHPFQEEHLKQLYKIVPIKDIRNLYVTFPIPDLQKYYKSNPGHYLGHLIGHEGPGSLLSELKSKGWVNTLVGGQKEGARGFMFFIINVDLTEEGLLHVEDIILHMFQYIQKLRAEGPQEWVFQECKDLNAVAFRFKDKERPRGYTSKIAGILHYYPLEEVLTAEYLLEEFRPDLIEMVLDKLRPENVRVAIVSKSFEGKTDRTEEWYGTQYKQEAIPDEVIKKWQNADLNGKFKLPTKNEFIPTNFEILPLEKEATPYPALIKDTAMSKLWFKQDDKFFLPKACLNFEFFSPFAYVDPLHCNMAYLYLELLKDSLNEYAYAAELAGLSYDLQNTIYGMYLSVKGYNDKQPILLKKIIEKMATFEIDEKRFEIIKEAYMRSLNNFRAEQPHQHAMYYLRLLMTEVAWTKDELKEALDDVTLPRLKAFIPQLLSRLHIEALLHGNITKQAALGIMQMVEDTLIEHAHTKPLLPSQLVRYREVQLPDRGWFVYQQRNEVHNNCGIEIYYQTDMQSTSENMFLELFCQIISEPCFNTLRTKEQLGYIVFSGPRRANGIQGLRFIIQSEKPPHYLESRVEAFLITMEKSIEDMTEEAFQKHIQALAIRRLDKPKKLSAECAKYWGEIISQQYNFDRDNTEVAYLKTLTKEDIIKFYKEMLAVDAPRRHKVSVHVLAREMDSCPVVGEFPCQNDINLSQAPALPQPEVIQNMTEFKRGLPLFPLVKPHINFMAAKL
IDE act: activators of human insulin-degrading enzyme in cells; P14735; HEK cells, FAbeta-B cleavage, fluorescence polarization; 0% vehicle, 100% cell-free pure enzyme wells; activation, % at 5.96 µM; hit rate 0.073% among 340,000; AID 493087;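 active means activation above the mean of all tested compounds plus 3 SD, set per screening campaign, cut at about 17% in these data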
* hit, by the source's call. A portion of the library. The share of hits here may be higher or lower than overall.

Compound | IDE inh | IDE act
CC(Sc1nnc(C2CC2)n1C1CC1)C(=O)NC1(C#N)CCCCC1 (stereo not given) | 0.3 | 3.5
NC(=O)c1ccsc1NC(=O)COC(=O)COc1ccc(C=O)cc1 | -2.9 | 0.7
COc1cc(OC)cc(-c2c(-c3ccc(F)cc3)c3cc(-c4ccc(SC)cc4)ccc3n2C)c1 | -0.5 | 1.2
CC(C)Cn1c(N)c(C(=O)COC(=O)C2Cc3ccccc3CN2S(C)(=O)=O)c(=O)n(C)c1=O (stereo not given) | -4.5 | 1.5
COc1cccc(NC(=O)C(C)N2C(=O)c3ccccc3S2(=O)=O)c1 (stereo not given) | 0.7 | 2.0
CSc1nnc(SCC(=O)Nc2ccc3[nH]c(=O)[nH]c3c2)s1 | -2.4 | 0.5
O=C(c1cc(-c2ccc(Br)cc2)nc2ccccc12)N1CCC1 | 3.4 | 2.7
Cc1csc(SCC(=O)NC(=O)c2ccccc2)n1 | 3.8 | 8.5
Cc1n[nH]c(=O)c2c(NC(=O)COC(=O)/C=C/c3cccc(C(F)(F)F)c3)oc(C)c12 | 2.7 | 2.0
O=S(=O)(c1ccc2c(c1)OCCO2)N1CCN(S(=O)(=O)c2ccccn2)CC1 | -6.9 | -0.1
COC(=O)[C@]1(C)N[C@H](CN(C)C(=O)Nc2ccc(F)cc2)[C@@H]2C(=O)N(C)C(=O)[C@@H]21 | 2.2 | 2.7
O=C(CN1C(=O)c2ccccc2S1(=O)=O)Nc1ncccn1 | -2.6 | 3.0
Cn1c(C=O)c(-c2ccc3cc[nH]c3c2)c2ccccc21 | -4.3 | 0.2
CC(C)NC(=O)N(C)C[C@H]1Oc2ccc(NC(=O)Cc3ccccc3)cc2C(=O)N([C@H](C)CO)C[C@@H]1C | -0.3 | -1.2
O=C(COC(=O)/C=C/c1ccc([N+](=O)[O-])cc1)NCC1CCCCC1 | 0.8 | 3.1
CC1CCCC(C)N1C(=O)COc1cccc(Oc2ccccc2)c1 (stereo not given) | 3.4 | -0.5
CCC(C)(CN(C)C)OC(=O)c1ccccc1 (stereo not given) | 6.0 | 6.6
COc1ccc(C(=O)Nc2c(N)nc[nH]c2=O)cc1 | -2.3 | 3.1
O=C(COC(=O)Cc1ccc(Cl)cc1)NCc1ccc(F)cc1 | -3.2 | 1.0
Cc1ccn2c(NC3CCCCC3)c(-c3cccc(SC4CCCCC4)c3)nc2c1 | 5.3 | 6.8
CN(C)S(=O)(=O)c1ccc2c(c1)/C(=C/c1cc3c([nH]1)CCCC3)C(=O)N2 | 45.4* | -89.9
COc1ccc2oc(C(=O)OC(C)C(=O)NCc3ccccc3)c(C)c2c1 (stereo not given) | -5.2 | 2.8
CC(C)c1ccc(NC(=O)C2CCCCN2S(=O)(=O)c2ccccc2)cc1 (stereo not given) | 4.8 | 3.1
CC(=O)N1CCN(c2ccc(NCc3ccc(-c4ccc(Br)cc4)o3)cc2)CC1 | 9.1 | -7.7
O=C(OCC(=O)N1CCCC1=O)c1cc(S(=O)(=O)N2CCOCC2)ccc1F | 4.6 | 3.0
O=C(COC(=O)C1CCC1)Nc1cc(S(=O)(=O)N2CCCCC2)ccc1Cl | -1.5 | 2.5
N#Cc1ccc(C(=O)NNC(=O)c2cccc(S(=O)(=O)N3CCOCC3)c2)cc1 | 0.2 | 3.7
O=C(COC(=O)c1cc([N+](=O)[O-])ccc1NCCO)Nc1cccc(S(=O)(=O)N2CCCC2)c1 | -7.7 | 3.1
O=C(Cc1n[nH]c(=O)c2ccccc12)OCC(=O)c1ccc(F)c(F)c1 | -4.4 | 3.1
COc1cc(CNC(=O)CCCC/C=C/C(C)C)ccc1O | 2.4 | 0.2
Cc1ccc(CNC(=O)CN2C(=O)NC3(CC(C)CC(C)(C)C3)C2=O)cc1 (stereo not given) | 1.4 | 2.8
Cc1ccc(C)c(OCCC(=O)OCC(=O)c2c(N)n(C)c(=O)n(C)c2=O)c1 | 3.2 | 2.7
CC(=O)Oc1c(C)c2c3c(c1OC(C)=O)[C@@H](C)CC[C@@H]3[C@@H](C)C[C@H]2C=C(C)C | -4.7 | -2.0
COc1ccc([C@@H]2CC=C(C(=O)O)[C@H](c3ccc(Cl)cc3)N2S(=O)(=O)c2ccc(Cl)cc2)cc1 | 2.0 | 10.1
CS(=O)(=O)c1ccc(CNC(=O)C2(C(F)(F)F)C/C(=C\Cc3ccccc3)CCCO2)cc1 (stereo not given) | -0.7 | -1.8
Cc1ccc(S(=O)(=O)N2CCN(C(=O)c3cccc(-n4cccc4)c3)CC2)cc1 | 5.9 | -5.7
CC(Oc1ccccc1F)C(=O)NNC(=O)C1CC(=O)N(c2ccc3c(c2)OCCO3)C1 (stereo not given) | -0.3 | 3.0
COc1ccc(CNC(=O)CN2C(=O)NC3(CCCc4sccc43)C2=O)cc1OC (stereo not given) | 4.8 | 8.6
Cc1ccc(C)c(C(=O)COC(=O)c2ccc(C)c(S(=O)(=O)N3CCOCC3)c2)c1 | -0.9 | -0.1
O=C(c1cc2ccccc2cc1O)N1CCN(c2ccc([N+](=O)[O-])cc2)CC1 | 0.2 | -4.2
CCn1nc(C(=O)OCC(=O)N(CC(C)C)c2c(N)n(Cc3ccccc3)c(=O)[nH]c2=O)c2ccccc2c1=O | -6.7 | 4.3
CCN(Cc1nc2ccccc2c(=O)[nH]1)C(=O)CN1C(=O)NC2(CCCCC2C)C1=O (stereo not given) | -1.1 | -3.0
COCCN(CCOC)S(=O)(=O)NC[C@H]1O[C@@H](n2cnc3c(N)ncnc32)[C@H](O)[C@@H]1O | 2.4 | 6.6
CCc1cccc(C)c1NC(=O)COC(=O)C1CCN(S(=O)(=O)c2ccccc2)CC1 | 2.7 | 0.3
CN(CC(=O)Nc1ccc(Cl)cc1F)C1CCS(=O)(=O)C1 (stereo not given) | 1.0 | 5.7
COc1ccc(CCNC(=O)COC(=O)c2cc3ccccc3oc2=O)cc1OC | -4.2 | 0.8
O=C(Nc1cccc(S(=O)(=O)NC2=NCCC2)c1)c1cnc(Cl)c(Cl)c1 | 1.3 | 0.3
COc1ccc(-c2nc(SC(C)C(=O)Nc3ccc(NC(C)=O)cc3)n[nH]2)cc1 (stereo not given) | 5.9 | -0.9
Cc1ccc(N(C)S(=O)(=O)c2cccc(C(=O)NNC(=O)c3ccncc3)c2)cc1 | 2.4 | 0.7
O=C(OC1CCCCC1=O)c1ccc(F)c(S(=O)(=O)N2CCOCC2)c1 (stereo not given) | 3.2 | -1.9

Brought forward from above: three entries, followed by the next part.
Compound | IDE inh | IDE act
COc1ccc(-c2nc(SC(C)C(=O)Nc3ccc(NC(C)=O)cc3)n[nH]2)cc1 (stereo not given) | 5.9 | -0.9
Cc1ccc(N(C)S(=O)(=O)c2cccc(C(=O)NNC(=O)c3ccncc3)c2)cc1 | 2.4 | 0.7
O=C(OC1CCCCC1=O)c1ccc(F)c(S(=O)(=O)N2CCOCC2)c1 (stereo not given) | 3.2 | -1.9
CCCCOc1ccc(C(=O)NN2C(=O)NC3(CCCCC3)C2=O)cc1OC | 4.6 | -2.6
Cc1cccc(CNc2ncnc3ccc(-c4ccoc4)cc23)c1 | -0.9 | -8.1
CC(=O)NC(c1ccco1)c1cc(Cl)c2ccc(Cl)nc2c1O (stereo not given) | -2.0 | 1.0
Cc1nnc(N=c2ssnc2Cl)o1 | 15.5 | -10.4
O=c1cc(-c2ccccc2)oc2cc(O)c(O)c(O)c12 | 7.5 | -4.4
CCOC(=O)[C@@H]1[C@H]2COc3ccccc3[C@H]2N2C(=O)N(c3cccc(C)c3)C(=O)[C@]12C | -2.5 | 4.2
CCOc1ccc(NC(=O)CN(C)C(=O)c2ccccc2SCc2c(C)noc2C)cc1OCC | -1.5 | 0.0
Cc1ccc(C)c(SCC(=O)N(C)C2CCS(=O)(=O)C2)c1 (stereo not given) | -1.3 | 3.3
O=C(Nc1ccc(N2CCN(C(=O)c3ccco3)CC2)cc1)c1cc(Br)ccc1Cl | -1.9 | 5.6
CC1CCC(NC(=O)COC(=O)c2ccco2)CC1 (stereo not given) | 0.5 | 1.6
CCc1ccc(C(=O)NNC(=O)C2CSC3(C)CCC(=O)N23)cc1 (stereo not given) | 1.0 | -0.8
O=C(NCCS(=O)(=O)N1CCCCCC1)c1ccccc1 | 7.0 | 2.3
CC(OC(=O)c1ccc(NC(=O)CC#N)cc1)C(=O)NC(c1ccccc1)c1ccccc1 (stereo not given) | 3.3 | 4.0
Cc1ccc(C(=O)CCC(=O)NNC(=O)c2ccccc2O)cc1 | -2.0 | 4.7
CCOC(=O)[C@H]1[C@H]2COc3cc(OC)ccc3[C@@H]2N2C(=O)c3cc(C)ccc3NC(=O)[C@@]12C | 2.9 | 3.1
Cc1ccc(C2(C)NC(=O)N(CC(=O)N3c4ccccc4NC(=O)CC3C)C2=O)cc1 (stereo not given) | 2.6 | -0.4
CCN(CC)CCCn1c2c(c(SCC(=O)Nc3nc4ccccc4s3)nc1=O)CCC2 | 2.4 | 3.5
O=C(Nc1ccc(Cl)cc1)c1ccc2c(c1)S(=O)(=O)c1ccccc1C2=O | -2.1 | -0.9
CCOc1ccc(/C=C/C(=O)OCC(=O)Nc2cccc(S(=O)(=O)N3CCCC3)c2)cc1 | -2.0 | -2.3
Cc1sc(NC(=O)CS(=O)(=O)c2ccccc2)c(C#N)c1C | -12.9 | 2.8
Cc1ccc(S(=O)(=O)NCC(=O)Nc2cccnc2)cc1C | -1.2 | 4.7
CCN(CC(=O)Nc1ccc(OC)cc1)C(=O)Cc1coc2cc(C)c(C)cc12 | 7.1 | 3.1
CN(c1ccc(OCC(=O)N2CCCC2)cc1)S(=O)(=O)c1ccc(Cl)cc1 | -1.7 | 1.3
CC(C)(C)OC(=O)C[C@H]1C/C=C\C[C@H](CC(=O)NCCO)C(=O)N[C@@H](c2ccccc2)COC1=O | 0.5 | 3.6
CCOC(=O)C1=CC[C@@H](c2ccco2)N(S(=O)(=O)c2ccc(C)cc2)[C@H]1C(=O)OCC | 5.7 | -4.4
CN(Cc1ccccc1)S(=O)(=O)c1ccc(Cl)c(C(=O)OCC(=O)NC2CCS(=O)(=O)C2)c1 (stereo not given) | -0.1 | 3.0
O=C(OCC(=O)N1CCN(C(=O)c2ccco2)CC1)c1ccc(Cl)nc1 | -2.1 | 5.8
CC1=C(C)CC2C(C1)C(=O)c1ccc(Br)cc1S2(=O)=O (stereo not given) | -2.9 | 1.8
CCOc1ccc(/C=C/C(=O)OCC(=O)NCCc2ccc(OCC)c(OCC)c2)cc1OC | 0.6 | 0.4
Cc1cccc(NC(=O)CSCC(=O)Nc2cc(Cl)ccc2N2CCOCC2)c1 | -15.0 | 0.5
CCOC(=O)C[C@H]1c2cc(F)ccc2S(=O)(=O)N1C1CCCCC1 | 5.0 | 0.5
COc1ccccc1N1CC(C(=O)Nc2nc(C)cs2)CC1=O (stereo not given) | -0.5 | 2.5
CCn1nc(C(=O)NNC(=O)c2ccccc2OCc2c(C)noc2C)c2ccccc2c1=O | -0.2 | 1.9
CCCCC1(COC(=O)CCC(=O)O)C(=O)N(c2ccccc2)N(c2ccccc2)C1=O | -2.0 | -2.2
Cc1cc(=O)oc2cc(OCC(=O)N3c4ccccc4NC(=O)C3(C)C)ccc12 | 0.4 | 2.6
Cc1c(NC(=O)C(C)Oc2ccc(Br)cc2Cl)c(=O)n(-c2ccccc2)n1C (stereo not given) | 0.9 | -2.1
CCC[C@@H]1CCCO[C@@](C(=O)NCc2cc(C)n(C)n2)(C(F)(F)F)C1 | 4.1 | 2.0
CCN(CC)c1ccc(C(=O)NNC(=O)CN2C(=O)NC3(CCCCC3)C2=O)cc1 | 1.7 | 0.6
COc1ccc(NS(=O)(=O)c2cccc(C(=O)OCC(=O)N3CCN(c4ccc(OC)cc4)CC3)c2)cc1 | 8.1 | -5.4
Cc1cccc([N+](=O)[O-])c1NC(=O)COC(=O)C1CCCO1 (stereo not given) | 4.7 | 2.4
CCCCn1c(N)c(N(CCOC)C(=O)c2ccc(-c3ccc(Cl)cc3)o2)c(=O)[nH]c1=O | 0.5 | 3.3
Nc1cc(S(=O)(=O)N2CCOCC2)ccc1N1CCOCC1 | 0.2 | 2.8
Cc1cc(C)c(-c2cc(NC(=O)COC(=O)c3ccc(NC(=O)CC#N)cc3)n(-c3ccccc3)n2)cc1C | 3.4 | -0.5
Cc1ccc(S(=O)(=O)N2CCC(C(=O)OC(C)C(=O)NC3CCCCC3C)CC2)cc1 (stereo not given) | -1.5 | 2.1
CCCn1c(C)cc(-c2csc(NC(=O)CCc3nc4ccccc4c(=O)[nH]3)n2)c1C | 4.6 | -5.9
O=C(CCc1nc2sc3c(c2c(=O)[nH]1)CCCC3)NCCOc1ccccc1 | 2.3 | -0.8
C=CC[C@@H](CC(=O)N[C@@H](CO)Cc1ccccc1)C(=O)N[C@H](COC(=O)[C@@H](CC=C)Cc1ccc(F)cc1)Cc1c[nH]c2ccccc12 | -1.1 | 0.7
O=C(NS(=O)(=O)Nc1ccccc1)C1=C(N2CCCC2)COC1=O | -0.1 | 33.9*
O=C(COC(=O)C1CCN(c2ccc(C(F)(F)F)cn2)CC1)NCc1ccc(F)cc1 | -0.7 | 1.2
c1ccc(NC2=NCCN2CCCC2CCCC2)cc1 | 12.1 | 4.5

(next part)
Compound | IDE inh | IDE act
CC1(C)CC(NC(=O)c2cccc(S(=O)(=O)N(Cc3ccccc3)c3ccccc3)c2)CC(C)(C)N1 | -3.5 | -2.3
CCCNC(=O)CSc1ccc(S(=O)(=O)N2CCCC2)cn1 | -6.4 | -1.2
CCOc1ccc(CCNC(=O)COC(=O)c2ccc(S(C)(=O)=O)cc2)cc1OCC | 0.0 | 0.6
Cc1ccn2c(=O)nc(SCC(=O)N3CCCCC3)nc2c1 | -1.4 | 6.0
COC(C/C=C\[C@@H](O)[C@@H](C)OCc1ccccc1)OC | -4.1 | 3.3
CC(C)(C)NC(=O)Nc1nnc(SCC(=O)NC2CCCCC2)s1 | 6.6 | 3.0
CSCCC(NC(=O)c1ccccc1Cl)C(=O)N1CCCCCCC1 (stereo not given) | 0.1 | 5.6
